ATG4B inh – ATG4B protease inhibitors, primary screen, biochemical, fluorescence, uHTS | Cysteine protease ATG4B (Homo sapiens), Q9Y4P1 | ATG4B cleavage of LC3-PLA2, NBD-HPC fluorescence, 1 h | inhibition, % at 8.33 µM | hit rate 0.51% among 340,000 | AID 504462, 2011; in the data active = inhibition above about 40%
Gli-Sufu block – Gli-Sufu pathway antagonists, primary screen, luciferase luminescence, Sufu-KO-LIGHT cells, uHTS; hit rate 0.74% among 340,000; inhibition, % at 5 µM; Sufu-KO-LIGHT fibroblasts, Gli luciferase reporter luminescence;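 active = inhibition above about 55%, limit read from the data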;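 note: 0% = DMSO-treated cells and 100% = wells with medium but no cells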
APJ antag – antagonists of human apelin receptor APJ, primary screen, CHO-K1 cells, beta-arrestin complementation, luminescence | P35414 | inhibition, % at 20 µM | hit rate 0.32% among 330,000;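 active = inhibition above about 40% at 20 µM, limit read from the data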;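 note: cells challenged with 10 nM apelin-13 agonist together with compound; plate controls were apelin-13 plus DMSO wells for no effect and DMSO wells lacking apelin-13 for full effect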
Target sequence (P35414 whole entry, looked up): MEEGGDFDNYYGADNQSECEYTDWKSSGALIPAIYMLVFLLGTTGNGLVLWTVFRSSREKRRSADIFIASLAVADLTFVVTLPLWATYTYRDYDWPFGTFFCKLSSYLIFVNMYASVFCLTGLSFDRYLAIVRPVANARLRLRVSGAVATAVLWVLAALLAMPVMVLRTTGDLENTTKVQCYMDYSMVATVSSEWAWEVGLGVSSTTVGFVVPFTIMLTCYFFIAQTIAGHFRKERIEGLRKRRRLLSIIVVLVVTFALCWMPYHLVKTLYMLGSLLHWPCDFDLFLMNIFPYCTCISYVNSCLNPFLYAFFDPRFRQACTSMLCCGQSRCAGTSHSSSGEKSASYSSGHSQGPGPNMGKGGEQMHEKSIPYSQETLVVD
EBI2 block – EBI2 receptor antagonists, beta-arrestin recruitment, primary screen, cell-based, luminescence, 7a,25-OHC stimulation, uHTS; hit rate 0.81% among 360,000; inhibition, % at 5 µM; 7a,25-OHC stimulated; in the data active = inhibition above about 38%;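 note: enzyme fragment complementation signal reports receptor beta-arrestin coupling in cells; 0% = agonist plus DMSO wells and 100% = wells without agonist; some results beyond the cut were filed as inactive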
Target sequence (P32249 whole entry, looked up, the tested form may be a part): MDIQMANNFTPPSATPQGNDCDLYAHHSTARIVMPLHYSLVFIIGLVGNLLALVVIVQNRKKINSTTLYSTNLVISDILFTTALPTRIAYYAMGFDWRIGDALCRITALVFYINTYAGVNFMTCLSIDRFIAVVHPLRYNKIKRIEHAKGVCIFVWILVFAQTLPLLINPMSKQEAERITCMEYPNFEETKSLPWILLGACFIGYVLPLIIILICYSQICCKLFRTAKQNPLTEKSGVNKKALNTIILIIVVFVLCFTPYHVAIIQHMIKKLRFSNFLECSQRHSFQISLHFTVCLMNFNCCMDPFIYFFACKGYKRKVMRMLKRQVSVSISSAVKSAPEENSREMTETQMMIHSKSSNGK
CXCR6 inh – CXCR6 receptor inhibitors, primary screen, cell-based, beta-arrestin, luminescence, CHO-K1 PathHunter, 1536-well; hit rate 0.36% among 360,000; AID 602244, 2012; inhibition, % at 20 µM; in the data active = inhibition above about 34%, passing the limit was not always enough;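 note: antagonist mode with CXCL16 agonist at 10 nM final; 0% = 10 nM CXCL16 with DMSO and 100% = unstimulated wells without agonist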
UBC13 inh – UBC13 polyubiquitin chain formation inhibitors, primary screen, biochemical, TR-FRET, uHTS. Ubiquitin-conjugating enzyme E2 N (Homo sapiens), P61088. inhibition, % at 20 µM. hit rate 0.47% among 330,000; in the data active = inhibition above about 45%, passing the limit was not always enough
Target sequence (P61088 whole entry, looked up): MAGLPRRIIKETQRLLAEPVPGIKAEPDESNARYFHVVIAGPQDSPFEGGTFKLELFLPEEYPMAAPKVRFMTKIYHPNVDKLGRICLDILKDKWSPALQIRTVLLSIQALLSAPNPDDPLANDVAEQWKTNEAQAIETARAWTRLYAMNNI
CCR6 antagonist – CCR6 receptor antagonists, primary screen, cell-based, CHO-K1, luminescence, beta-arrestin, uHTS | C-C chemokine receptor type 6 (Homo sapiens), P51684 | CHO-K1 CCR6 PathHunter beta-arrestin, CCL20-stimulated | inhibition, % at 20 µM | hit rate 0.49% among 340,000 | AID 493098, 2011;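 active = compounds whose inhibition of the agonist-driven luminescence signal at 20 µM reaches about 50%, limit read from the data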;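 note: cells stimulated with CCL20 at 14 nM final; plate controls were DMSO with CCL20 for no effect and DMSO without agonist for full effect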
APJ agonist – agonists of human apelin receptor APJ, primary screen, CHO-K1 cells, PathHunter beta-arrestin, luminescence. hit rate 0.11% among 330,000. P35414. 0% DMSO wells, 100% apelin. activation, % at 20 µM. AID 2520, 2010;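 active = activation more than six SD over the plate average, tested at 20 µM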;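 note: 0% = DMSO alone and 100% = apelin-13 at 10 nM; some results filed as inactive read as strong as hits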
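Incubation: overnight seeding, 90 min compound at 25 °C, 1 h detection; test system: PathHunter CHO-K1 APJ (AGTRL-1) beta-arrestin reporter cells; amount: 1000 cells/well; doses: one dose, 20 µM compound, 1% DMSO; measured by: beta-gal luminescence; measure: agonist-driven arrestin binding to APJ; benchmarks: negative DMSO alone, positive Apelin-13 at 10 nM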
Active calls of the source: *; . = not tested or not shown; & = joins results of further samples. The order is random; about 3% have a hit in one of these screens.

No.	SMILES	CCR6 antagonist	APJ agonist	UBC13 inh	EBI2 block	APJ antag	ATG4B inh	CXCR6 inh	Gli-Sufu block
1	Cc1cccc(-n2c(Cc3cc(=O)[nH]c(=O)[nH]3)nnc2SCC(=O)N2CCCCC2)c1	-12.9	-3.2	4.1	-4.5	16.4	-6.3	4.9	1.5
2	COc1ccc(-n2ccc(=O)c(C(=O)O)n2)c(OC)c1	7.3	-2.5	3.9	-6.7	16.8	-3.2	-0.5	24.1
3	O=C(NC1CCCC1)C(c1ccncc1)N(C(=O)c1csnn1)c1ccc(Cl)cc1 (centres undefined)	4.1	-3.0	-2.0	-4.3	9.4	-4.9	1.6	23.2
4	Cc1cc(C)n(-c2nc3c(c(=O)[nH]c(=O)n3C)n2Cc2ccc(F)cc2)n1	4.9	-0.1	1.7	9.1	-1.5	8.4	-6.8	0.8
5	O=C(COC(=O)c1ccc(O)cc1)Nc1ccc2c(c1)OCCO2	-0.4	-3.4	1.1	0.2	3.9	-2.4	5.5	3.2
6	O=C(NCC1CC1)c1ccc(Nc2nc3ccc(Br)cc3[nH]2)cc1	9.8	2.6	29.1	3.8	-23.0	6.4	-14.0	0.6
7	COC(=O)c1ccc(CSc2nnnn2-c2ccccc2)o1	-2.2	-2.1	0.2	-9.9	-16.9	-1.3	4.9	2.3
8	CCCC(=O)Nc1nn(C)c2nc3ccc(C)cc3cc12	10.5	-1.4	-12.2	1.5	-9.0	-0.7	1.5	5.0
9	CC(Sc1nc(=O)cc(N)n1CCc1ccccc1)C(=O)NCc1ccccc1 (centres undefined)	8.0	-1.0	6.0	-6.2	2.8	4.2	-1.1	7.9
10	O=C(Nc1nc2cc3c(cc2s1)OCCO3)c1ccco1	9.8	2.7	2.1	-14.0	-5.0	-6.4	-3.9	-15.3

Single records, as listed above:
`O=C(COC(=O)c1ccc(O)cc1)Nc1ccc2c(c1)OCCO2` is entered as CCR6 antagonist = -0.4; APJ agonist = -3.4; UBC13 inh = 1.1; EBI2 block = 0.2; APJ antag = 3.9; ATG4B inh = -2.4; CXCR6 inh = 5.5; Gli-Sufu block = 3.2
`O=C(NC1CCCC1)C(c1ccncc1)N(C(=O)c1csnn1)c1ccc(Cl)cc1` (centres undefined) is entered as CCR6 antagonist = 4.1; APJ agonist = -3.0; UBC13 inh = -2.0; EBI2 block = -4.3; APJ antag = 9.4; ATG4B inh = -4.9; CXCR6 inh = 1.6; Gli-Sufu block = 23.2

The results go on:
No.	SMILES	CCR6 antagonist	APJ agonist	UBC13 inh	EBI2 block	APJ antag	ATG4B inh	CXCR6 inh	Gli-Sufu block
11	COC(=O)c1cc(OC)cc(O)c1C(=O)c1c(O)cc(C)cc1O	-0.4	-3.9	-8.9	-3.8	-31.5	-4.6	2.7	2.0
12	C[n+]1ccccc1/C=N/O	1.3&2.8	-3.7	-3.7	-7.9&2.2	5.7	-8.3&0.2	6.1&4.3	-7.4&3.1
13	COc1ccccc1C(=O)N1CCN(Cc2nc3cc([N+](=O)[O-])ccc3n2C)CC1	-3.5	-0.9	4.6	-13.7	-11.0	0.3	4.7	10.5
14	COc1ccc(-c2nnc(SC(C)C(=O)Nc3cccc(Cl)c3)o2)cc1 (centres undefined)	3.5	-0.2	4.1	-2.0	-7.4	0.5	-7.1	-45.5
15	CCCCC(CC)C(=O)NCCCN1CCN(CCCNC(=O)C(CC)CCCC)CC1 (centres undefined)	-1.9	0.1	3.6	8.3	-0.1	-8.5	0.4	-16.1
16	COc1cc(OC)cc(C(=O)N[C@H](C(=O)Nc2cc(F)ccc2C)C(C)C)c1	14.4	0.0	9.4	-0.8	13.4	6.4	6.7	-35.2
17	Cc1cc(C)n(-c2cc(-c3ccccc3)nc(C)n2)n1	12.6	0.1	5.6	10.2	11.2	2.9	-0.7	3.8
18	c1ccc(Cc2nn3c(COc4ccccc4)nnc3s2)cc1	-4.2	-3.5	7.1	60.2*	-13.5	-14.1	3.0	-2.2
19	COc1cccc(CCN2CCC(CNS(=O)(=O)c3cc(-c4cc(C)no4)ccc3C)CC2)c1	21.1	1.1	11.0	2.2	5.2	-4.1	-4.9	46.2
20	Cc1ccc(S(=O)(=O)N2[C@@H](c3ccccc3F)C(C(=O)O)=CC[C@H]2c2cccs2)cc1	2.9	-0.9	-14.4	9.1	-1.4	0.6	5.8	3.7
21	CNC(=S)NCc1ccc(Cl)cc1	9.7	-3.5	10.6	-3.9	7.0	-6.6	-6.4	15.6
22	Cc1cc(C(C)(C)CC(C)(C)C)ccc1OCCOCC[N+](C)(C)Cc1ccccc1	2.2	-6.4	100.2*	-1.2	35.0	12.3	15.2	65.2*
23	O=S(=O)(c1ccc(Cl)c2ccccc12)N1CCCC1	1.2	1.9	-16.9	1.2	-2.9	-13.9	5.2	-13.3
24	C=CCN=C1NN=C(c2cc(C)n(CC=C)c2C)CS1	12.5	0.5	-3.8	-7.4	-5.8	5.6	20.8	71.3*
25	COCC(=O)Nc1cc(C)cn(Cc2ccc(F)cc2)c1=O	-7.2	-0.7	-5.2	0.0	11.8	6.1	-11.9	-3.9
26	O=C(NCCN1C(=O)S/C(=C\c2ccc(Cl)c(Cl)c2)C1=O)c1ccc2c(c1)C(=O)N(Cc1ccncc1)C2=O	8.0	0.3	-23.1	10.7	-3.8	2.1	-10.3	9.1
27	O=C(CN1C(=O)c2cccnc2Oc2ccc(Cl)cc21)NC1CCCCC1	10.1	-3.4	-7.6	4.5	-17.1	2.3	1.6	-1.0
28	Cc1ccccc1OC(C)C(=O)Nc1ccc2c(c1)OCCO2 (centres undefined)	7.7	-0.8	-10.5	0.4	11.1	-10.8	1.7	-0.3
29	Cc1ccc(N2CC(C(=O)NC3CCSC3=O)CC2=O)cc1 (centres undefined)	-9.3	0.1	-16.3	-1.0	8.5	-8.3	-1.7	-1.1
30	COc1ccc(N2CCN(C(=O)C3CCC(Cn4c(=S)[nH]c5ccccc5c4=O)CC3)CC2)cc1 (centres undefined)	-2.6	-2.7	0.7	-4.2	2.4	22.3	1.6	25.9
31	CC(C)CNC(=O)C(=O)NCC1OCCN1S(=O)(=O)c1cccs1 (centres undefined)	9.5	-2.3	0.0	-5.3	-1.3	5.3	-6.1	1.5
32	Cc1nc(NC(=O)c2ccco2)sc1C(=O)O	8.3	.	.	-2.3	.	0.7	5.5	27.6
33	CCN(c1ccccc1)c1nc(Cl)nc2c1cnn2C	9.4	.	.	-0.8	.	-7.8	3.4	1.1
34	CC1CCN(S(=O)(=O)c2ccc(NC(=O)C3CSC4(C)CCC(=O)N34)cc2)CC1 (centres undefined)	-1.4	-2.5	-4.2	2.3	-1.5	-17.8	0.0	3.2
35	COc1ccc(-c2[nH]ncc2CN2CCN(Cc3cccs3)CC2)c(F)c1	-1.1	2.2	-5.3	-1.1	11.0	-8.9	-7.4	20.8
36	Cc1cc(C)c2sc(NNC(=O)c3ccc(S(=O)(=O)N4CCc5ccccc5C4)cc3)nc2c1	18.0	0.9	-63.2	-11.4	0.5	5.8	13.5	25.6
37	O=C(NCCC1=CCCCC1)C1CC(=O)N(C2CCCCC2)C1 (centres undefined)	-5.7	-1.7	-3.7	-10.0	18.3	0.1	2.0	-2.2
38	COc1ccc(C2/C=C\CN3CCC[C@H]3C(=O)N2Cc2ccc(F)cc2)cc1 (some centres undefined)	20.4	.	.	-7.7	.	1.0	6.3	2.0
39	CC(=O)N1c2ccc(S(=O)(=O)NCC3CCC(C(=O)N4CCCCC4)CC3)cc2CC1C (centres undefined)	10.1	-3.2	3.6	-6.0	6.7	7.1	-2.1	7.8
40	Cc1cc(=O)[nH]c(Nc2cccc(F)c2)n1	4.7	-5.0	4.2	-8.3	17.9	-1.2	-14.2	-7.6
41	O=[N+]([O-])c1ccccc1S(=O)(=O)Nc1ccc2c(c1)OCCO2	-1.6	-1.2	2.1	-2.0	-14.7	3.0	0.0	-12.8
42	CCC1CCCCN1CCCNC(=O)C1CCCN(c2ncnc3c2nc2n3CCCCC2)C1 (centres undefined)	19.3	0.4	34.6	-12.0	-17.5	11.3	-0.8	15.2
43	CCN1CCN(c2ccc(NC(=O)c3cc4ccccc4cc3OC)cc2C)CC1	26.5	0.1	38.4	13.9	13.8	-1.2	-6.8	.
44	COc1ccc(OCc2cc(C(=O)NCC3CCOCC3)no2)c(Cl)c1	-0.7	-2.1	-0.8	-7.5	8.2	-4.6	-1.6	-11.3
45	Cn1nc(C(=O)N2CCc3ccccc3C2)c2ccccc2c1=O	2.0	-0.9	-4.8	6.3	3.9	0.5	7.9	1.6
46	Cc1ccc(S(=O)(=O)CC(CN2CCCCC2)N2CCCCC2)cc1 (centres undefined)	9.7	.	.	-0.6	.	-1.1	-2.2	36.1
47	CCc1ccc(NC(=O)NCc2ccc3c(c2)OCO3)cc1	1.9	-2.1	4.1	0.5	-33.4	-3.4	-3.7	1.4
48	COc1cc(/C=C2\C(=N)N3N=C(C)SC3=NC2=O)cc(OC)c1OCCOc1ccccc1C	11.4	-5.0	-18.3	7.2	10.8	11.7	8.2	4.3
49	O=C(c1noc2c1CCCC2)N1CCCC(N2CCN(c3ccccc3F)CC2)C1 (centres undefined)	-6.3	1.7	-1.0	-2.2	7.8	2.2	-1.3	-1.2
50	O=C(c1cccc(C(F)(F)F)c1)N1CCC(O)(CS(=O)(=O)Cc2ccccc2Cl)CC1	-5.3	-3.5	0.7	-9.9	-2.9	-9.2	5.2	-2.6
51	Cc1nn(CC(=O)Nc2ccncc2)c(C)c1[N+](=O)[O-]	7.7	3.8	0.0	-11.4	-8.9	-5.2	-1.1	4.9
52	O=C(c1ccc2nccnc2c1)N1CCCC(Nc2ccc(F)c(F)c2)C1 (centres undefined)	-3.8	0.1	-4.5	2.9	-1.6	-7.2	-5.5	9.8
53	COc1ccc(CCNC(=O)c2cc(C)oc2C)cc1OC	12.2	-3.1	-7.3	1.2	0.8	-0.9	2.3	16.7
54	Cc1ccc(S(=O)(=O)Oc2ccc(/C=N/NC(=O)c3c(Cl)cnn3C)cc2)cc1	-2.6	1.3	-4.9	9.0	-7.5	-8.9	-4.7	2.7
55	Cc1[nH]nc2oc(=O)c(CCO)c(C)c12	-0.2	-4.0	15.4	-1.2	5.0	4.9	5.0	0.0
56	C/C(CCc1ccco1)=N/NC(=O)CCC(=O)Nc1cccc(Cl)c1	2.6	-8.1	-1.1	1.7	8.0	-10.0	-0.5	-6.6
57	CCOc1ccc(C(=O)NCC(=O)N2CCC3CCCCC3C2)cc1OCC (centres undefined)	4.8	0.2	8.6	-1.0	11.5	7.2	9.2	-8.5
58	COc1ccc(C2NC(=O)c3sc(=S)n(-c4ccccc4)c3N2)cc1 (centres undefined)	12.5	-3.0	-11.2	-5.7	0.4	7.7	3.8	11.2
59	CCC(=C(c1ccc(OC)cc1)c1ccc(OC)cc1)c1cn(CC(O)CN2CCN(C)CC2)c2ccccc12 (centres undefined)	12.6	.	.	0.1	.	6.0	-10.0	3.4
60	CC(C)CCNC(=O)c1onc(CSc2ccccn2)c1C(=O)NCCC(C)C	15.7	-1.1	4.3	15.7	13.1	4.1	4.7	1.5
61	Cc1ccoc1C(=O)Nc1cccc(Oc2ccccc2)c1	14.1	1.8	2.9	8.6	-44.0	-2.2	8.0	-66.3
62	CCOC(=O)C1CCCN(C(=O)c2ccc3c(=O)n(Cc4ccccc4OC)c(=S)[nH]c3c2)C1 (centres undefined)	10.5	-4.3	3.7	-4.7	-21.5	50.8*	4.6	8.4

Screening data (PubChem)
